ERp5 inh = blocks human ERp5 reductase activity on insulin. 0.05% of 350,000 active. ERp5 insulin aggregation, absorbance 650 nm, 90 min. Q15084. inhibition, % at 9.99 µM;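 active = mean replicate inhibition above about 25%, with every replicate also reaching it, limit read from the data, passing the limit was not always enough; inconclusive = only one of those two criteria met; inactive = neither criterion met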
Target sequence (Q15084 whole entry, looked up): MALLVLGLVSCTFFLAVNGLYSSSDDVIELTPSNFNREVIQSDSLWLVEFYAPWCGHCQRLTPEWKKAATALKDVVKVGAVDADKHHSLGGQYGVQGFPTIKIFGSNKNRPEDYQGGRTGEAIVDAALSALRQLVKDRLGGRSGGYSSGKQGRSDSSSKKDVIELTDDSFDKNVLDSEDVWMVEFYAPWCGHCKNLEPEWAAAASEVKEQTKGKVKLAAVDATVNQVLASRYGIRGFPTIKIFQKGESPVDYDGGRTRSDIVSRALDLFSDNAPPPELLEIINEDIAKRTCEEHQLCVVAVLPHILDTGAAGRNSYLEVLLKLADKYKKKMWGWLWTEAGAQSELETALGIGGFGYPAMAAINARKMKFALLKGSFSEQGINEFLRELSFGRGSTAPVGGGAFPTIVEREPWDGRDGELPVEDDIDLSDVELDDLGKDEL
ARNT TACC3 PPI = disruptors of human ARNT/TACC3 interaction; AlphaScreen His-ARNT PAS-B/GST-TACC3 binding, luminescence; TACC3 fragment carries E629A point mutation; inhibition, % at 9.99 µM; 0.66% of 390,000 active; AID 623870;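 active = mean inhibition of replicates at least 50% and at least half of replicates each reaching 50%; inconclusive = half or more replicates reach 50% but mean below 50%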;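 also: 0% = complete ARNT plus TACC3 wells and 100% = ARNT alone without TACC3; many hits fall short of the cut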
RAD52 inh = RAD52 (human) annealing inhibition. inhibition, % at 18.7 µM. recombinant RAD52 DNA annealing, FRET fluorescence. 0.46% of 360,000 active. AID 651710;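 active = every replicate showing at least 50% inhibition; inconclusive = mean inhibition at least 50% but not in every replicate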
PglD DTNB = inhibitors of Campylobacter jejuni PglD acetyltransferase; purified PglD enzyme, DTNB colorimetric CoA detection; inhibition, % at 12.5 µM; 0.098% of 360,000 active; in the data active = inhibition above about 16%, passing the limit was not always enough; inconclusive = no clear call, values can overlap the other calls; also: strong numbers were not always called active
RAD54 branch = inhibitors of human RAD54 branch migration; 0.14% of 360,000 active; RAD54 Holliday junction branch migration, FAM/BHQ fluorescence; AID 602329; Q92698; inhibition, % at 10.4 µM;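 active = mean normalized replicate activity at least 40 and at least half of replicates scoring 40 or more; inconclusive = only one of the two criteria met; inactive = mean below 40 and under half of replicates reaching 40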;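 also: 0% = median of neutral control wells and 100% = median of positive control wells; inhibitors cause a drop in the FAM fluorescence signal; in these data hits start at about 50%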
Casp6 inh = inhibitors of human caspase-6. 0.53% of 350,000 active. P55212. purified caspase-6, Z-VEID-R110 cleavage fluorescence. AID 686996. inhibition, % at 12.5 µM;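 active = mean inhibition across replicates at least about 35%, with every replicate also reaching that limit, limit read from the data; inconclusive = only one of the two criteria met; inactive = neither criterion met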;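 also: 0% = median of neutral control wells and 100% = no fluorescence left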
Target sequence (P55212 24-179 limits assumed): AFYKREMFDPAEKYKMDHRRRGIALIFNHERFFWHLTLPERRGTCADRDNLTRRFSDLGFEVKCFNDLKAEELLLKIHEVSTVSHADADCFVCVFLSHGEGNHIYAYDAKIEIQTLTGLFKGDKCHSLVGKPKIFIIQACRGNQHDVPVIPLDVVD
Target sequence (P55212 194-293 limits assumed): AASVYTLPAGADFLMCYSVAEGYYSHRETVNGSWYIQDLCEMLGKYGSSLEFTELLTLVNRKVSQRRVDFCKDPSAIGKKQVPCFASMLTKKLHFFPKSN
esBAF inh = blocks esBAF chromatin remodeling in mouse ES cells. Bmi1-luciferase knock-in reporter, 24 h; 100% = twice the neutral-well signal. reporter increase, % at 12.5 µM. 2% of 350,000 active. AID 602393; in the data active = activation above about 40%; inconclusive = no clear call, values can overlap the other calls;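 also: 0% = median of the plate's neutral control wells and 100% = double that signal; a rise in the Bmi1 reporter signal indicates esBAF inhibition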
E-sel inducer = induces E-selectin expression in human endothelial cells; 0.37% of 260,000 active; AID 686992; HUVEC E-selectin immunofluorescence imaging; normalized: neutral wells 0, TNF-alpha wells 100; P16581; activation, % at 7.58 µM;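 active = mean E-selectin-positive cell signal at least 10% of the positive control, reached in at least 60% of replicates, without over 20% cell loss; inconclusive = no rule given, readout overlaps actives, possibly toxicity-flagged; inactive = the rest, including those meeting only one limit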;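 also: in these data hits start at about 27%; measured in HUVEC primary endothelial cells; signal is the percent of cells scored E-selectin positive by PE staining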
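Assay system: HUVEC primary endothelial cells. Input: 3,000 HUVEC seeded per well. Doses: one compound dose added by pin transfer. Read-out basis: % PE-positive cells. Benchmarks: TNF-alpha high, DMSO low. Detection: immunofluorescence imaging. Buffer or medium: EGM-2, gelatin.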
* = called active by the depositor. An unsorted share of the library. Share with any hit: about 3.2%.

Cc1occc1C(=O)NCCc1cccc(Cl)c1 was read as ARNT TACC3 PPI 0, PglD DTNB 8, RAD54 branch -1 and esBAF inh 52*.
Cc1c(C)c2cc(Cl)c(O)c(CN3CCCC(C)C3)c2oc1=O (stereo unspecified) was read as ARNT TACC3 PPI 0, PglD DTNB -3, RAD54 branch -18 and esBAF inh 0.
Cc1cccn2c(=O)c(/C=C(\C#N)S(=O)(=O)c3ccc(Cl)cc3)c(N3CCC(C(N)=O)CC3)nc12 was read as ARNT TACC3 PPI -11, PglD DTNB -3, RAD54 branch 3 and esBAF inh -5.
`CC1CCCN(c2ccc([N+](=O)[O-])cc2C(=O)c2ccccc2)C1` (stereo unspecified) gave ERp5 inh 0, ARNT TACC3 PPI 17, RAD52 inh 0 and Casp6 inh 2.
Screening O=C(Nc1cccc(S(=O)(=O)NC2=NCCC2)c1)c1ccccc1F returned ERp5 inh -8, ARNT TACC3 PPI 3, RAD52 inh -10, PglD DTNB 6, RAD54 branch 10, Casp6 inh -5, esBAF inh 3 and E-sel inducer 0.6.
Screening Cc1oc2nc(SCC(=O)Nc3ccc(S(N)(=O)=O)cc3)nc(NC(=O)c3ccccc3)c2c1C returned ARNT TACC3 PPI 11, PglD DTNB -4, RAD54 branch 0 and esBAF inh 8.
`CSc1cnnc2ccccc12` gave ERp5 inh 0, ARNT TACC3 PPI -4, RAD52 inh -13, Casp6 inh 0 and E-sel inducer 4.9.
Screening O=C(C1CCCCC1)N1CC2(C1)[C@H](c1ccccc1)[C@H](CO)N2Cc1nccs1 returned ERp5 inh 1, RAD52 inh -13, Casp6 inh 0 and E-sel inducer 0.0.
CC(C)=CCC/C(C)=C/C=N/NC(=O)c1ccccc1[N+](=O)[O-] was read as ARNT TACC3 PPI -15, PglD DTNB 6, RAD54 branch 10 and esBAF inh -2.
Cc1ccccc1S(=O)(=O)NC(=O)C1(C)CCN1C(=O)c1c(C)noc1C (stereo unspecified) was read as ERp5 inh 2, RAD52 inh 0, PglD DTNB 3, RAD54 branch 13, Casp6 inh -1, esBAF inh 6 and E-sel inducer -0.1.
Screening O=C(N/N=C/c1ccncc1)c1cc2ccccc2cc1O returned ERp5 inh 2, ARNT TACC3 PPI 13, RAD52 inh -1, PglD DTNB 3, RAD54 branch 7, Casp6 inh 5, esBAF inh 26 and E-sel inducer -0.7.
Screening C[C@@H]1CN([C@@H](C)CO)C(=O)c2cc(NC(=O)CCCN(C)C)ccc2O[C@@H](C)CCCCO[C@H]1CN(C)Cc1ccc2c(c1)OCO2 returned ERp5 inh 0, ARNT TACC3 PPI -1, RAD52 inh -5, PglD DTNB -1, RAD54 branch -15, Casp6 inh -40, esBAF inh 5 and E-sel inducer -0.1.
For N#CC1(NC(=O)COc2ccc(C(N)=O)cc2)CCCC1 the results were ARNT TACC3 PPI 3, RAD52 inh -11, PglD DTNB -4, RAD54 branch 0, Casp6 inh 2, esBAF inh -3 and E-sel inducer 0.6.
For COc1ccc(N2C(=O)C(C)(C)C2c2c(O)ccc3ccccc23)cc1 (stereo unspecified) the results were ERp5 inh -2, ARNT TACC3 PPI 6, RAD52 inh -13, PglD DTNB 4, RAD54 branch 4, Casp6 inh -1, esBAF inh -4 and E-sel inducer inconclusive.
For COc1cc2oc3ccccc3c2cc1N(CC(=O)N(C)C)S(=O)(=O)c1ccccc1 the results were ARNT TACC3 PPI 4, PglD DTNB -173, RAD54 branch -2 and esBAF inh -4.

Compounds listed so far with an aryl methoxy group:
For COc1ccc(N2C(=O)C(C)(C)C2c2c(O)ccc3ccccc23)cc1 (stereo unspecified) the results were ERp5 inh -2, ARNT TACC3 PPI 6, RAD52 inh -13, PglD DTNB 4, RAD54 branch 4, Casp6 inh -1, esBAF inh -4 and E-sel inducer inconclusive.
For COc1cc2oc3ccccc3c2cc1N(CC(=O)N(C)C)S(=O)(=O)c1ccccc1 the results were ARNT TACC3 PPI 4, PglD DTNB -173, RAD54 branch -2 and esBAF inh -4.

Later entries
CC(C)CCNC(=O)c1cc(S(=O)(=O)N2CCc3ccccc32)cn1C was read as ERp5 inh -1, ARNT TACC3 PPI 17, RAD52 inh -7, PglD DTNB 3, RAD54 branch -1, Casp6 inh -1, esBAF inh 2 and E-sel inducer 0.1.
Screening COc1ccccc1CN(C)C(=O)c1ccc(S(=O)(=O)NCc2ccco2)cc1 returned ERp5 inh -6, RAD52 inh -16, PglD DTNB 3, RAD54 branch -6, Casp6 inh -1, esBAF inh -1 and E-sel inducer -0.4.
Screening C[C@H](CO)N1C[C@H](C)[C@@H](CN(C)CC2CCOCC2)Oc2ncc(-c3cncnc3)cc2C1=O returned ERp5 inh 0, ARNT TACC3 PPI -5, RAD52 inh 3, PglD DTNB 2, RAD54 branch 5, Casp6 inh 2, esBAF inh -2 and E-sel inducer 0.8.
`COc1ccccc1-c1ccccc1[C@@H]1[C@H](C#N)N(C(=O)C2CCOCC2)[C@H]1CO` gave ERp5 inh 4, RAD52 inh -4, Casp6 inh 3 and E-sel inducer 0.2.
O=C(Nc1ccc(N2CCN(C(=O)c3ccccc3)CC2)c(Cl)c1)c1ncn[nH]1 was read as ERp5 inh -9, ARNT TACC3 PPI 8, RAD52 inh -7, PglD DTNB 0, RAD54 branch -2, Casp6 inh -1, esBAF inh 1 and E-sel inducer -0.2.
Screening COc1ccccc1-c1ccc(SCC(=O)NCCc2ccccc2)nn1 returned ERp5 inh 1, ARNT TACC3 PPI 1, RAD52 inh -11, PglD DTNB 4, RAD54 branch -1, Casp6 inh 2 and E-sel inducer -0.3.
Cc1ccc(NC(=O)C2CCC(=O)N2C(=O)OCc2ccccc2)cc1 (stereo unspecified) was read as ERp5 inh 2, ARNT TACC3 PPI 0, RAD52 inh -8, PglD DTNB -1, RAD54 branch -12, Casp6 inh 2, esBAF inh 5 and E-sel inducer 0.2.
`COc1ccc(NS(=O)(=O)c2ccc(NC(=O)c3ccc(Br)cc3)cc2)nn1` gave ERp5 inh 3, ARNT TACC3 PPI -1, RAD52 inh -3, Casp6 inh -3 and E-sel inducer 0.9.
COc1cccc(C(=O)Nc2cc(S(=O)(=O)N3CCOCC3)ccc2N2CCOCC2)c1 was read as ERp5 inh -12, ARNT TACC3 PPI 12, RAD52 inh -8, PglD DTNB -3, RAD54 branch -2, Casp6 inh 3 and esBAF inh 0.
`C[C@@H]1CN([C@H](C)CO)C(=O)c2cc(C3=CCCC3)cnc2O[C@@H]1CN(C)C(=O)Nc1ccccc1` gave ERp5 inh -2, ARNT TACC3 PPI -3, RAD52 inh 20, PglD DTNB 2, RAD54 branch -3, Casp6 inh 3, esBAF inh -2 and E-sel inducer 59*.
O=C(COC(=O)/C=C/c1ccc(OC(F)F)cc1)NC1CCCC1 was read as ERp5 inh 11, ARNT TACC3 PPI 4, RAD52 inh -5, PglD DTNB -3, RAD54 branch -6, Casp6 inh -2, esBAF inh -1 and E-sel inducer 1.9.
Screening CCOC(=O)CC1OC(=O)c2cc3c(cc21)C(=O)OC3CC(=O)OCC (stereo unspecified) returned ERp5 inh -6, ARNT TACC3 PPI -5, RAD52 inh -5, PglD DTNB 0, RAD54 branch 3, Casp6 inh 0, esBAF inh -1 and E-sel inducer -0.3.
CN(C)C(=O)c1ccc(-c2ccc([C@@H]3[C@@H](CO)N4CCCCN(C(=O)C5CCCC5)C[C@@H]34)cc2)cc1 was read as ERp5 inh -1, ARNT TACC3 PPI -6, RAD52 inh 24, PglD DTNB 5, RAD54 branch 5 and Casp6 inh 2.
Screening COCC(=O)Nc1ccc(OCc2ccccc2)cc1 returned ERp5 inh 3, ARNT TACC3 PPI -35, RAD52 inh -9, Casp6 inh 2 and E-sel inducer 0.5.
CCOC(=O)/C(=C\Nc1cccc(OCc2ccccc2)c1)NC(=O)c1ccccc1 was read as ERp5 inh 1, RAD52 inh -12, Casp6 inh -5 and E-sel inducer 0.7.
For O=C(NCC1CCCO1)c1nc2c(nnn2Cc2ccccc2Cl)c(=O)[nH]1 (stereo unspecified) the results were ERp5 inh 3, ARNT TACC3 PPI 4, RAD52 inh 5, PglD DTNB -2, RAD54 branch -5, Casp6 inh 1 and esBAF inh -7.
For C[C@H]1CCCCO[C@@H](CN(C)Cc2ccc(C(=O)O)cc2)[C@@H](C)CN([C@@H](C)CO)C(=O)c2cc(NC(=O)Nc3cccc4ccccc34)ccc2O1 the results were ERp5 inh -8, ARNT TACC3 PPI 7, RAD52 inh -5, PglD DTNB 4, RAD54 branch 1, Casp6 inh 1, esBAF inh -6 and E-sel inducer 0.5.
`C[C@@H]1CN([C@H](C)CO)C(=O)Cc2cc(N(C)C)ccc2O[C@H]1CN(C)C(=O)Nc1ccc2c(c1)OCO2` gave ERp5 inh -6, ARNT TACC3 PPI 6, RAD52 inh 4, PglD DTNB 0, RAD54 branch -1, Casp6 inh -2 and esBAF inh 6.
For COc1ccc(Cl)cc1NC(=O)CN(C)C(=O)COc1ccccc1F the results were ERp5 inh 0, ARNT TACC3 PPI -9, RAD52 inh -6, PglD DTNB 5, RAD54 branch 8, Casp6 inh -3 and esBAF inh -1.
Screening CCC(=O)N[C@@H]1CC[C@H](CC(=O)NCc2cc(F)cc(F)c2)O[C@@H]1CO returned ERp5 inh -1, ARNT TACC3 PPI -1, RAD52 inh -9, PglD DTNB 3, RAD54 branch 0, Casp6 inh -1, esBAF inh 2 and E-sel inducer -0.5.
N#C/C(=N\Nc1cccc(F)c1)C(=N)N1CCCCCC1 was read as ERp5 inh 3, ARNT TACC3 PPI 0, RAD52 inh -3 and Casp6 inh -4.
Cc1nn(-c2cc(C(F)(F)F)ccc2Cl)c2nc(C(Cl)(Cl)Cl)[nH]c(=O)c12 was read as ERp5 inh -16, ARNT TACC3 PPI 2, RAD52 inh 0, Casp6 inh 4, esBAF inh -7 and E-sel inducer 12.
Cc1ccc(NC(=O)C2CCCC2)c(Br)c1 was read as ERp5 inh 0, ARNT TACC3 PPI -5, RAD52 inh -5, PglD DTNB 17, RAD54 branch -11, Casp6 inh 0, esBAF inh 12 and E-sel inducer 0.0.
`C[C@@H]1CN([C@H](C)CO)C(=O)c2cccc(NC(=O)NC3CCCCC3)c2O[C@H]1CN(C)S(=O)(=O)c1ccccc1` gave ERp5 inh 1, ARNT TACC3 PPI -5, RAD52 inh 4, PglD DTNB -1, RAD54 branch 4, Casp6 inh 2, esBAF inh 7 and E-sel inducer 0.0.
CCCNC(=O)N[C@@H]1CC[C@@H](CC(=O)NC2CCCCC2)O[C@@H]1CO was read as ERp5 inh -11, ARNT TACC3 PPI -4, RAD52 inh -4, PglD DTNB 0, RAD54 branch 15, Casp6 inh -3, esBAF inh -1 and E-sel inducer -0.2.

Sorted by count of non-hydrogen atoms (smallest number first): part of the list above
Screening CCC(=O)N[C@@H]1CC[C@H](CC(=O)NCc2cc(F)cc(F)c2)O[C@@H]1CO returned ERp5 inh -1, ARNT TACC3 PPI -1, RAD52 inh -9, PglD DTNB 3, RAD54 branch 0, Casp6 inh -1, esBAF inh 2 and E-sel inducer -0.5.
`C[C@@H]1CN([C@H](C)CO)C(=O)Cc2cc(N(C)C)ccc2O[C@H]1CN(C)C(=O)Nc1ccc2c(c1)OCO2` gave ERp5 inh -6, ARNT TACC3 PPI 6, RAD52 inh 4, PglD DTNB 0, RAD54 branch -1, Casp6 inh -2 and esBAF inh 6.
`C[C@@H]1CN([C@H](C)CO)C(=O)c2cccc(NC(=O)NC3CCCCC3)c2O[C@H]1CN(C)S(=O)(=O)c1ccccc1` gave ERp5 inh 1, ARNT TACC3 PPI -5, RAD52 inh 4, PglD DTNB -1, RAD54 branch 4, Casp6 inh 2, esBAF inh 7 and E-sel inducer 0.0.
